Screening data: PubChem BioAssay, National Center for Advancing Translational Sciences (NCATS)
HEK293 viab = reduces viability of HEK-293 SNCA reporter cells. HEK-293-SNCA-luc viability, GF-AFC fluorescence, 24 h. AID 1671193. 150,000 tested, 0.12% active. Potency, µM (doses to about 57.1 µM), for the others: at the top dose activity change, negative = cytotoxicity, hits mostly cytotoxic;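 further: potency means the concentration at half of the fitted maximal effect; 0% = DMSO-treated cells and -100% = medium-only wells without cells; nearly all actives have a fitted effect of over 30% in size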
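HEK-293-SNCA-luc cells (1500/well) plated 24 h, then exposed 24 h to a dilution series; GF-AFC added 30 min at 37C, fluorescence 405/540 nm; normalised to medium-only and DMSO wells, Hill fit.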
GPT2 inhibitor = inhibitors of human GPT2 alanine aminotransferase | Q8TD30 | Recombinant GPT2, coupled pyruvate oxidase/HRP Amplex Red fluorescence | Potency, µM (top dose mostly 57.7 µM), inactives show top-dose activity change, negative = inhibition, hits mostly inhibitors | 100,000 tested, 0.25% active | AID 1671188; further: potency means the concentration at half of the fitted maximal effect; nearly all actives have a fitted effect of over 60% in size; many of its hits are not listed in these tables
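Recombinant GPT2 (10ng/uL) with 250uM a-KG and 2mM L-alanine, 30 min at room temperature, in HEPES pH 7.5 buffer. Pyruvate detected by pyruvate oxidase/HRP/Amplex Red fluorescence after 30 min in the dark; AOA (50uM) as positive control.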
FLuc inh = Photinus pyralis luciferase inhibition. P08659. purified P. pyralis luciferase, luminescence, biochemical. Potency, µM (highest dose often 115 µM), without a hit: at the top dose activity change, negative = inhibition, most hits filed as inhibitors. 76,000 tested, 2.5% active. AID 1347043; further: potency means the concentration at half of the fitted maximal effect; nearly all actives have a fitted effect of over 65% in size
Target sequence (P08659 whole entry, looked up): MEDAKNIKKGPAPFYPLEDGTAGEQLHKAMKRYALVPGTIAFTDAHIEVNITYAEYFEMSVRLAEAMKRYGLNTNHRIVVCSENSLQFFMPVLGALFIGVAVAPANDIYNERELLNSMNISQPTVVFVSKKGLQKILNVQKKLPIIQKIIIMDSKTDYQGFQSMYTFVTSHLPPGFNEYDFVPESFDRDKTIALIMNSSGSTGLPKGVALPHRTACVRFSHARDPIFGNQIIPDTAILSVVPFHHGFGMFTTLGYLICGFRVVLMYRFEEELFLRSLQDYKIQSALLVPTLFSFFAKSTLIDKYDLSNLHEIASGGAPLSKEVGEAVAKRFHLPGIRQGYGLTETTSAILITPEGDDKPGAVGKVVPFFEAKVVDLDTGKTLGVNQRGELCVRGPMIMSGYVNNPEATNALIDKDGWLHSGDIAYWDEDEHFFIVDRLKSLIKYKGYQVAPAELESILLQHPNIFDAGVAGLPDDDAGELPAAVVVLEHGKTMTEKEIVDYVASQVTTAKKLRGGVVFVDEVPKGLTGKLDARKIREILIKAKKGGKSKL
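FLuc 10nM, D-luciferin 10uM, ATP 10uM, Mg acetate 10mM, Tris acetate pH 7.5, Tween/BSA; cpd qHTS; enzyme added last; CCD luminescence.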
3T3 cytotox = kills NIH 3T3 cells. 94,000 tested, 4.3% active. Potency, µM (series often up to 96.7 µM), for the others: at the highest dose activity change, negative = cytotoxicity, hits mostly inhibitors. NIH 3T3 viability, CellTiter-Glo ATP luminescence, 48-72 h; further: potency means the concentration at half of the fitted maximal effect; nearly all actives have a fitted effect of over 55% in size
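Cells were seeded at 400 per well, treated with pin-transferred compound, and kept 48 or 72 hr at 37 °C before CellTiter-Glo addition and luminescence imaging of cellular ATP.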
IP6K1 inhibitor = inhibitors of human IP6K1. activity change, % (series mostly up to about 58 µM). 140,000 tested, 0.81% active. AID 1645851. IP6K1 kinase, ADP-Glo luminescence, 2 h; hits give low values; in the data active means activity change below about -25%
Target sequence (Q92551 whole entry, looked up): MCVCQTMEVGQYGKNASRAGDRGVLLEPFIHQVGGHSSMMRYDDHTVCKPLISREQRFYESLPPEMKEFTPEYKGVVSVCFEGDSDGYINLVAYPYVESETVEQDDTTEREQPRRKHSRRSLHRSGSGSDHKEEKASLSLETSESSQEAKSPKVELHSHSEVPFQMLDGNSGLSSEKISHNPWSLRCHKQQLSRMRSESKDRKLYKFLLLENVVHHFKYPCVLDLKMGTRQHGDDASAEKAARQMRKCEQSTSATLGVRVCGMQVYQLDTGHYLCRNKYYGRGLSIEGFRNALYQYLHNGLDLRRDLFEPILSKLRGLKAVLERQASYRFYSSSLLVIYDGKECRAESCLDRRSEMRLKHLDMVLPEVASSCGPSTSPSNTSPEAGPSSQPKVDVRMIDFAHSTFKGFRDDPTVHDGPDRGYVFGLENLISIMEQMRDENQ
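ADP-Glo luminescence measures ADP made by human IP6K1 during a 2 h RT reaction with ATP/IP6 (mix at 1.3 mM/130 uM); top library doses 57.5 and 19.1 uM final.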
SNCA expr inhib = inhibitors of alpha-synuclein (SNCA) gene expression; HEK-293 SNCA-luciferase knock-in, luminescence, 24 h; Potency, µM (top dose mostly 57.2 µM), for inactives: at the highest dose activity change, negative = inhibition, actives largely listed as inhibitors; 140,000 tested, 0.17% active;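 further: potency means the concentration at half of the fitted maximal effect; plate controls were DMSO cells for no effect and cell-free wells for full effect; nearly all actives have a fitted effect of over 45% in size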
HEK cytotox = kills HEK 293 cells | 94,000 tested, 6.6% active | HEK 293 viability, ATP luminescence (CellTiter-Glo), 48-72 h | Potency, µM (titrated, usually from 115 µM), inactives show at the highest dose activity change, negative = cytotoxicity, usual class: inhibitors; further: potency means the concentration at half of the fitted maximal effect; nearly all actives have a fitted effect of over 60% in size
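ATP-coupled CellTiter-Glo luminescence served as viability read-out, recorded 10 min after reagent addition at room temperature. HEK 293 cells, 250 cells/well, had been incubated with pintool-transferred compound for 48 or 72 hr at 37 degree Celsius.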
* hit, by the source's call; i = inactive; ? = inconclusive; . = not tested or not shown; & = joins results of further samples; [ ] = dose if it differs, or a comment. Unless noted, the call rests on the fitted dose curve; in most records, active means well fitted curve in the direction sought with a large enough effect; inconclusive means small, poorly fitted or top-dose-only effect, or another doubt; inactive means no such curve, though single readings can be large; an effect the other way counts as inactive or inconclusive. Unless noted, on the % scale 0 is the no-effect control and ±100 the full control effect. Only part of the results is shown, so the mix of outcomes need not match the whole.

1) COCc1noc([C@@H]2CN(C3CNC3)C[C@H]2C(N)=O)n1
2) O=C(c1ccc[nH]1)N1CCN(C(=O)c2nnn3c2COC(c2ccc(Cl)cc2)C3)CC1 (centres undefined)
3) COc1ccc(C(=O)N[C@@H]2CN(Cc3ccccn3)C[C@H]2CN(C)C)cc1F
4) COc1ccc(C(=O)N2CCCn3cc(-c4ccccc4F)nc32)cn1
5) OCC1(Cc2ccc(Cl)cc2)CCNCC1
6) CCn1cc(C(=O)N2C[C@@H](COC)[C@H](c3ccccn3)C2)cn1
7) Cc1cc(F)ccc1OC1CN(Cc2cccnc2)C1
8) COCCN1CC(CO)C2(CCN(Cc3cccc(OC)n3)CC2)C1 (centres undefined)

Compound	1	2	3	4	5	6	7	8
HEK293 viab	4%	-1%	3%	-27%	7%	-2%	-8%[87.6 µM]	4%[12.5 µM]
3T3 cytotox	-14%	-11%	-14%	-14%	-21%	-14%	-25%[138 µM]	-6%
IP6K1 inhibitor	29	2	22	7	0	3	17	10
SNCA expr inhib	5%	-7%	42%[activator]	24%	-8%	27%	24%[87.6 µM]	0%
GPT2 inhibitor	i	i	-4%	i	0%	i	i	i
FLuc inh	4%	-4%	3%	-25%	-1%	-10%	-9%[172 µM]	2%
HEK cytotox	-6%	-19%	?	-25%	-27%	-4%	?	-15%

9) C[S+](=O)([O-])c1ccc(-c2cc(C(=O)NCC3CC3)nn3cccc23)cc1
10) Cc1ccc(CN(C(=O)c2ccc(C(C)(C)C)cc2)c2ccccn2)o1
11) COc1ccc(NC(=O)N2CCc3c(C(=O)N(C)Cc4ccco4)cccc32)cc1
12) Cc1oc2ccn(Cc3ccccc3F)c(=O)c2c1C(=O)NC(C)c1ccccc1 (centres undefined)
13) CCOc1ccc(NS(=O)(=O)c2c(C)nc3sc(C)c(C)n3c2=O)cc1
14) CCOc1cc(=O)n2c(c1C(=O)Nc1cccc(OC)c1)CCCC2
15) O=C(NCc1ccc(C(F)(F)F)cc1)C1CCCN1Cc1ccc(-c2cncnc2)cc1 (centres undefined)
16) COc1ccc(C(=O)N2CC[C@@](O)(C3CCOCC3)[C@H](C)C2)o1

Compound	9	10	11	12	13	14	15	16
HEK293 viab	?	0%	4%	-14%	0%	-3%	3%	3%
3T3 cytotox	?	.	-27%	?	.	-9%	?	-10%
IP6K1 inhibitor	6	18	-8	31	3	4	8	1
SNCA expr inhib	-24%	21%	?	14%	-15%	30%	?	-27%
GPT2 inhibitor	i	.	2%	i	.	-8%	-11%	i
FLuc inh	.	.	4µM*	-10%	.	-4%	.	4%
HEK cytotox	?	.	?	?	.	?	?	-15%

17) Cc1ccc(CN2CCC3(CC2)CNc2ccccc2[S+](=O)([O-])N3)cc1
18) Cc1ccc(S(=O)(=O)c2nc(-c3cccs3)oc2N2CCC(C)CC2)cc1
19) COc1ccc(C(=O)Nc2nnc(S(=O)(=O)N3CCCc4ccccc43)s2)cc1
20) CCOc1cccc2cc(-c3nc4sc5c(c4c(=O)[nH]3)CCC(C)C5)c(=O)oc12 (centres undefined)
21) CCOC(=O)CSC1=Nc2ccccc2C2=NC(CCC(=O)NCc3ccc(OC)cc3)C(=O)N12 (centres undefined)
22) CC(C)NC(=O)c1ccc2oc(-c3ccncc3)nc2c1
23) Cn1ccc2c(C(=O)NCc3cccnc3)nc(-c3ccccc3C(F)(F)F)cc21
24) C[C@]12CCC(=O)C=C1CC[C@@H]1[C@@H]2C(=O)C[C@@]2(C)[C@H]1CC[C@]2(O)C(=O)CO

Compound	17	18	19	20	21	22	23	24
HEK293 viab	2%	11%	-5%	7%	-11%	-2%[87.6 µM]	-21%[87.6 µM]	5%
3T3 cytotox	?	.	.	.	.	-30%[138 µM]	45µM*	.
IP6K1 inhibitor	31	-20	16	19	-12	1	3	14
SNCA expr inhib	-17%	40%[activator]	19%	15%	-11%	-6%[87.6 µM]	-6%[87.6 µM]	-11%
GPT2 inhibitor	-10%	.	.	.	.	i	-3%[88.5 µM]	-6%&5%
FLuc inh	0%	.	.	.	.	.	3%[172 µM]	.
HEK cytotox	?	.	.	.	.	?	71µM*	.

25) COc1ccc(-c2nc(-c3ccccc3)nc3c2CN(C(=O)Cc2cccc(Cl)c2)CC3)cc1
26) COc1ccc2[nH]cc(CCNC(=O)CC3=C4CCCCC4N(C)C3=O)c2c1 (centres undefined)
27) O=C1CC2(CCN(C(=O)C3CCCN3C(=O)c3ccc(Cl)nc3)CC2)Oc2ccccc2N1 (centres undefined)
28) O=C(c1ccco1)N1CC2CC(C1)[C@H]1CCCC(=O)N1C2 (some centres undefined)
29) CC(C)c1ccc(CN2CCCC3(CCN(C(=O)c4ccsc4)C3)C2)cc1 (centres undefined)
30) COc1ccc(NC(=O)c2oc3ccccc3c2NC(=O)C2CCCCC2)c(OC)c1
31) CCN(Cc1ccncc1)C(=O)c1cc(-c2cnc(C)nc2)nc2c(C)cccc12
32) Cc1ccc2c(C(=O)O)cc(NC(=O)C(C)C)cc2n1

Compound	25	26	27	28	29	30	31	32
HEK293 viab	?	-3%	-15%	8%	-2%	-15%	-17%	0%
3T3 cytotox	-24%	-15%	-11%	i	?	.	1%	2%
IP6K1 inhibitor	2	7	-3	5	8	5	-3	-12
SNCA expr inhib	-4%	-6%	17%	-5%	10%	-1%	1%	-4%
GPT2 inhibitor	i	1%	i	-11%	-7%	.	1%	i
FLuc inh	9%	-1%	.	6%	-5%	.	-1%	-2%
HEK cytotox	?	?	-17%	6%	?	.	4%	1%

33) CC1CCN(C(=O)c2ccc(CN3C(=O)NC4(CCS(=O)(=O)CC4)C3=O)cc2)CC1
34) O=C(c1ccccc1)N1CCC[C@H]1c1nc(-c2ccc(F)cc2)no1
35) COc1cccc(-c2nn(C)c3sc(C(=O)NCc4ccc(OC)cc4OC)cc23)c1
36) COc1ccc(NC(=O)N2CC(N(C3CCOCC3)S(C)(=O)=O)C2)c(C)c1
37) CCN(CC)S(=O)(=O)c1ccc(C(=O)NCCSc2c(-c3ccc(OC)cc3)[nH]c3ccccc23)cc1
38) CCOC(=O)CN1C(=O)c2cccnc2Oc2ccccc21
39) O=C1CCCN1c1ccc(Cn2ccn3nc(-c4ccccc4)c(CO)c3c2=O)cc1
40) COc1ccccc1NC(=O)CSc1nnc(NC(=O)NC2CCCCC2)s1

Compound	33	34	35	36	37	38	39	40
HEK293 viab	-6%	-2%	-21%	-4%	12%	5%	10%	-5%
3T3 cytotox	i	-9%	.	0%	.	.	-24%	.
IP6K1 inhibitor	13	0	10	-3	-11	-12	-3	-11
SNCA expr inhib	-28%	24%	-17%	8%	-18%	2%	30%	24%
GPT2 inhibitor	i	2%	.	i	.	.	-8%	.
FLuc inh	11%	5%	.	-3%	.	.	-7%	.
HEK cytotox	3%	?	.	i	.	.	?	.

41) CCN(Cc1ccccc1)C(=O)CC1CCCN(c2cnn(CCOC)c(=O)c2)C1 (centres undefined)
42) CCOc1ccccc1CNC(=O)c1cc2c(=O)n(Cc3ccccc3)ccc2nc1C
43) CCOCCOC1CCN(C(=O)Nc2ccc(C(=O)OC)cc2)CC1
44) CC1=C[C@@H](CNC(=O)c2ccncc2)[C@H](C(C)C)C[C@H]1Cc1nnc(-c2ccncc2)o1
45) CC(C)Cc1cc(C[C@@H]2C[C@H](NC(=O)C3CCC3)C2(C)C)no1
46) Cc1cc(C(=O)NCC(C)C)c2c(C3CCCNC3)noc2n1 (centres undefined)
47) NCCSSCCN
48) CC1(c2ccccc2)N(Cc2ccc(O)cc2)C(=O)OC12CCN(C(=O)c1cccnc1)CC2 (centres undefined)

Compound	41	42	43	44	45	46	47	48
HEK293 viab	-7%	-12%	-4%[12.5 µM]	-22%[87.6 µM]	-5%[87.6 µM]	0%	-12%	5%
3T3 cytotox	?	.	?	?	?	-11%	.	32µM*
IP6K1 inhibitor	18	-5	5	-16	5	19	.	-3
SNCA expr inhib	30%	-28%	12%	?	24%[87.6 µM]	3%	-12%	11%
GPT2 inhibitor	i	.	-28%	i	-20%[88.5 µM]	i	-6%	4%
FLuc inh	-2%	.	-24%	1%[172 µM]	-27%[172 µM]	.	.	-5%
HEK cytotox	-1%	.	-15%	79µM*	?	-11%	.	i

49) CC(=O)Nc1nonc1-c1nnc(SCC(=O)N(C)c2ccccc2)n1C
50) Cc1cnc(-c2ccccc2)n1CCNC(=O)C1COc2ccccc2O1 (centres undefined)
51) COCC(=O)N[C@H]1C[C@H]2C(=O)Nc3ccccc3C(=O)N2C1
52) O=C(CSc1oc(-c2ccc(F)cc2)nc1S(=O)(=O)c1ccc(Cl)cc1)c1ccccc1
53) Cc1cc(C)cc(NC(=O)CN(c2cc(C(F)(F)F)ccc2Cl)S(=O)(=O)c2ccccc2)c1
54) CCCN1CCN(CCCNC(=O)c2cc3c(Cl)nc4ccccc4c3s2)CC1
55) COCC1(C(=O)N2CCN(C)C3(CCNC(=O)CC3)C2)CCC1 (centres undefined)
56) CN1CCN(c2ccc(-c3cn(C)c(=O)n4cc(CNc5ccccc5)nc34)cn2)CC1
57) C/C1=C\C[C@]2(C)C(=O)C(O)=C([C@H](C)CO)[C@H]2C/C=C(\C)[C@@H](O)CC/C(C)=C/CC1
58) O=C(NCCc1ccccc1F)c1cc(-c2cccc(C(F)(F)F)c2)c2nncn2n1

Compound	49	50	51	52	53	54	55	56	57	58
HEK293 viab	6%	-2%	3%[87.6 µM]	-9%	1%	4%	-2%	-1%[87.6 µM]	-8%	3%
3T3 cytotox	.	-11%	1%[174 µM]	.	.	.	3%	50µM*	.	-35%
IP6K1 inhibitor	6	0	14	-11	17	-5	0	-8	-8	7
SNCA expr inhib	28%	10%	23%[87.6 µM]	-16%	-9%	-18%	9%	88%[activator][87.6 µM]	.	6%
GPT2 inhibitor	.	i	-8%[88.5 µM]	.	.	.	?	i	i	2%
FLuc inh	.	2%	1%[172 µM]	.	.	.	0%	-12%[172 µM]	.	.
HEK cytotox	.	4%	-8%[172 µM]	.	.	.	i	71µM*	.	?

Record cards, as listed above:
O=C(CSc1oc(-c2ccc(F)cc2)nc1S(=O)(=O)c1ccc(Cl)cc1)c1ccccc1 across the screens: HEK293 viab = -9%; 3T3 cytotox = .; IP6K1 inhibitor = -11; SNCA expr inhib = -16%; GPT2 inhibitor = .; FLuc inh = .; HEK cytotox = .
CCCN1CCN(CCCNC(=O)c2cc3c(Cl)nc4ccccc4c3s2)CC1 across the screens: HEK293 viab = 4%; 3T3 cytotox = .; IP6K1 inhibitor = -5; SNCA expr inhib = -18%; GPT2 inhibitor = .; FLuc inh = .; HEK cytotox = .
